# DENV2 CPE rescue – protects cells from dengue virus 2 cytopathic effect; DENV2-infected cells, cytopathic effect rescue, plate reader; CPE inhibition, % at 9.99 µM; actives 1.7% (n = 350,000); in the data active means CPE inhibition above about 20%, passing the limit was not always enough; inconclusive means no clear call, values can overlap the other calls; tested in BHK-21 cells;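 further: 0% = median of neutral control wells and 100% = median of positive control wells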
# miR-122 sensor – inhibitors of miR-122 in Huh7 cells. actives 0.3% (n = 340,000). activation (reporter increase), % at 12.5 µM. Huh7 miR-122 Renilla luciferase sensor, 48 h; neutral wells = 0, positive control = 100;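 active means mean replicate activation score at least 90 and every replicate individually at or above 90; inconclusive means only one of the two criteria met; inactive means neither criterion met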;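 further: higher luciferase means less miR-122 activity so hits act as miR-122 inhibitors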
# FN deposition inh – fibronectin deposition inhibition; AID 743247; actives 0.086% (n = 350,000); inhibition, % at 12.6 µM; AH1F fibroblasts, Alexa488-fibronectin deposition fluorescence, overnight;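 active means mean inhibition across replicates of 30% or more, regardless of how many single replicates reach that level; inconclusive means mean under 30% yet at least half of replicates reach 30%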;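 further: positive control wells lacked labelled fibronectin entirely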
#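 Test system: AH1F fibroblast monolayer depositing Alexa488-labelled fibronectin into matrix. Input: 10000 cells per well. Technique: fluorescence, ex 485 nm, em 525 nm. Buffer or medium: DMEM plus 2% serum, read in PBS. Timing: 1 h cell adhesion before compound, then overnight fibronectin incubation. Compound: single dose, pinned. Read-out basis: inhibition from reduced deposited-fibronectin fluorescence.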
# CFTR F508del cor – CFTR F508del correction in bronchial cells; activity (quench increase), % at 7.58 µM; AID 720511; actives 0.36% (n = 350,000); CFBE cells, YFP halide quenching; stimulated with forskolin plus potentiator P3; % fluorescence drop versus neutral controls;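 active means mean added fluorescence quench of at least 8% versus neutral control, with both replicates also reaching 8%; inconclusive means only one of the mean or replicate conditions met; inactive means mean below 8% and not both replicates reaching 8%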;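 further: cells transiently co-express mutant CFTR-F508del with the halide-sensitive YFP; corrector assay measuring rescue of mutant channel to the surface after 24 h compound exposure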
# GSIS activator – GLuc luminescence reporter in INS-1E cells, primary screen for activators of glucose-dependent secretion of insulin; INS-1E GLuc reporter insulin secretion, 2-3 h; activation, % at 16.6 µM; actives 0.61% (n = 370,000); AID 743287;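 active means lowest replicate activation of at least 40%, so every replicate reaches that level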;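 further: 0% = median of neutral control wells and 100% = median of IBMX positive control wells; some compounds called inactive have numbers as strong as hits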
# EWS-Fli block – blocks EWS/Fli oncoprotein-driven transcription. A673 NR0B1-luciferase reporter, viability-normalised. inhibition, % at 12.6 µM. actives 0.67% (n = 350,000);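 active means mean inhibition of at least 50% after viability correction, with every replicate also passing that limit; inconclusive means mean reaches 50% but only one of two replicates passes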;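 further: firefly luciferase signal divided by Alamar Blue viability fluorescence both relative to DMSO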
# PAX8 inh HTS – lowers PAX8-driven luciferase in RMG-I cells. actives 1.2% (n = 360,000). inhibition, % at 12.6 µM. RMG-I TPO-luciferase reporter, SteadyGlo, 24 h;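 active means mean replicate inhibition at least 60% with every replicate also reaching 60%; inconclusive means only one of the two criteria is met; inactive means mean below 60% and not all replicates reaching 60%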;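 further: luciferase light reporting Pax8 driven TPO promoter activity; plate controls were median of neutral control wells for no effect and mitoxantrone controls for full effect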
# * marks the source's active call; other numbers are inactive results; ? = inconclusive; . = no result given; & = joins results of further samples; [ ] = dose if it differs, or a comment.
SMILES,DENV2 CPE rescue,miR-122 sensor,FN deposition inh,CFTR F508del cor,GSIS activator,EWS-Fli block,PAX8 inh HTS
C/C=C(\C)C(=O)N[C@@H](c1ccccc1)[C@@H](O)C(=O)O[C@H]1C[C@@]2(O)[C@@H](OC(=O)c3ccccc3)C3[C@](C)(C(=O)[C@H](O)C(=C1C)C2(C)C)[C@@H](O)C[C@H]1OC[C@@]31OC(C)=O (stereo partly specified),5,2,.,6.3,14,57*,.
COC(=O)C1=C(c2ccc3ccccc3c2)C[C@@H]2CC[C@H]1N2C(=O)NCc1ccco1,10,2,0,-1.2,-10,1,14
CCc1cc(=O)oc2cc(OCC(=O)N3C[C@H]4C[C@@H](C3)c3cccc(=O)n3C4)c(Cl)cc12,4,0,.,-2.6,0,-12,.
CCC(=O)CC(c1ccccc1)c1c(O)c2ccccc2sc1=O (stereo unspecified),8,.,4,.,-9,-12,-3
COc1ccccc1-n1c(-c2cccs2)nc2ccccc2c1=O,-1,.,5,3.1,16,-6,-19
O=c1c2ccccc2nc(-c2ccc(-c3ccccc3)cc2)n1-c1ccncc1,-2,3,.,0.0,3,7,.
C[N+]1(C)[C@@H]2CC[C@H]1CC(OC(=O)[C@@H](CO)c1ccccc1)C2 (stereo partly specified),0,7,2,1.8,6,4,-4
CCCN1[C@@H]2Cn3c(ccc(-c4ccc(F)cc4)c3=O)[C@H]1[C@@H](C(=O)OC)[C@@H]2CO,-3,5[16.7 µM],.,2.3,16,-3,4
O=C(CCc1ccccc1)N1Cc2cc(N3CCOCC3)ccc2-n2nncc2C1,8,18,3,1.3,-3,1,8
C[C@@H]1CN([C@H](C)CO)C(=O)CCCn2cc(nn2)CO[C@@H]1CN(C)C(=O)Oc1ccc2ccccc2c1,.,2[16.7 µM],7,-0.9,-3,0,.
ClCCOCOCCCl,3,-2,.,-0.8,-13,1,.
Cc1cc(C(=O)NP(=O)(N2CCOCC2)N2CCOCC2)c(C)n1C1CC1,-2,.,-14,-1.0,6,-4,-4
COC(=O)C(O)(c1ccc(N=Cc2ccccc2O)c(C)c1)C(F)(F)F (stereo unspecified),.,-4,-1,.,19,.,-10
NC1CC2CCCCC2CC1(O)c1ccccc1 (stereo unspecified),?,66,10,2.6,.,1,10
CCN1[C@@H]2c3ccc(-c4ccc(OC)cc4)c(=O)n3C[C@H]1[C@H](CO)[C@H]2C(=O)OC,1,.,.,.,3,4,.
CCOc1cc2c(cc1OCC)-n1cccc1C(c1ccc(OC)c(O)c1)NC2 (stereo unspecified),9,-1,1,0.9,-37,11,16
N#CCCn1cc(C(=O)Nc2ccccc2Cl)c(-c2ccc(F)cc2)n1,9,2,-12,2.1,12,3,-3
CCCNC(=O)N1[C@@H]2Cn3c(ccc(-c4ccccc4OC)c3=O)[C@H]1[C@@H](C(=O)O)[C@@H]2CO,-4,0[16.7 µM],.,0.8,19,-1,-8
COc1ccc2c(c1OC)CN1CCc3cc4c(cc3C1C2)OCO4 (stereo unspecified),-4,1,6,0.4,-12,10,33
N#Cc1c(Cl)nc(Cl)c2c1CCN(Cc1ccccc1)C2,.,.,2,.,-2,.,-6
COC(=O)C1=C(c2ccc(OC(F)(F)F)cc2)C[C@@H]2CC[C@H]1N2C(=O)N1CCC(O)CC1,13,.,-6,-0.5,2,0,12
O=P(OC1=CCCCC1)(c1ccccc1)c1ccccc1,1,4,6,0.5,-14,8,-3
Cc1cc(OCC(=O)N[C@@H](Cc2ccccc2)C(=O)O)c2c3c(c(=O)oc2c1)CCC3,7,-23,.,-1.6,1,-2,.
CC[C@H]1C=C(C(=O)N[C@@]2(C(=O)O)C[C@H]2CC)[C@H]2CCC(=O)[C@H]2C1,2,.,.,-1.2,.,-8,-10
O=C(NC[C@@H]1CC[C@H]2NC[C@H]2O1)C1CCCC1,-2,.,.,0.4,.,-22,.
CC(C)c1ccc(N2C(=O)NC(=O)/C(=C\C=C\c3ccco3)C2=O)cc1,-8,.,0,-5.4,-3,74*,-2
COOCC1(C(=O)OC)C[C@H](c2ccc(OC)cc2)N(Cc2ccccc2OC)[C@@H]1c1ccccc1C (stereo partly specified),2,.,2,-0.3,.,-4,-15
CCCCC(=O)N/N=C/c1c(O)n(Cc2ccco2)c(=O)[nH]c1=O,.,-2,7,.,17,.,14
CC(C)(C)N1C(=O)NC(=O)/C(=C\c2ccc3c(c2)CCN3CCCCl)C1=O,4,-3,2,-0.1,-18,7,3
Cc1ccccc1-c1ccc([C@@H]2[C@@H](CO)N3CCCCN(C(=O)Cc4ccccn4)C[C@@H]23)cc1,-3,0[16.7 µM],.,-2.5,-10,-2,-2
CCOC(=O)[C@]12Cc3cc(C)ccc3[C@H]1N(CCC(=O)OC)C(=O)c1ccccc12,-7,.,5,1.7,5,21,17
O=C(c1ccc2nc3ccc(Cl)cc3c(=O)n2c1)N1CCC2(CC1)OCCO2,.,2,3,.,31,.,.
Cc1ccccc1NC(=O)NCCN1CC1,-3,.,-6,-4.5,12,-16,-4
Cc1ccc(-n2c(O)c(/C=N/Nc3ccccc3)c(=O)[nH]c2=O)cc1C,-2,.,-6,-0.8,.,5,11
Cc1cc(/C=C2\C(=O)NC(=O)N(c3ccccc3F)C2=O)c(C)n1-c1cc(C(=O)O)cc(C(=O)O)c1,1,.,4,0.6,-6,8,7
CCOc1cccc(N2C(=O)/C(=C/c3ccco3)C(=O)NC2=S)c1,-2,0,-10,-3.1,6,22,10
S=P(Nn1cnnc1)(c1ccc(Br)cc1)c1ccc(Br)cc1,5,60,.,0.8,7,3,5
Cc1nonc1OCCNCCNc1ccc([N+](=O)[O-])c2cccnc12,-5,-6,5,-1.5,-5,9,1
CN1C[C@H]2CON(C)[C@H]2C[C@H]1c1cccc(Br)c1,3,-2,6,-1.9,1,-3,0
Cc1nc2ccccc2c(=O)n1-c1ccccc1[N+](=O)[O-],0,.,6,1.2,-15,-2,14
C=CC1CN2CCC1C[C@@H]2CO (stereo partly specified),20*,.,.,-1.1,.,12,-15
O=C1NCN(c2ccccc2)C12CCN(C(c1nnnn1-c1ccc3c(c1)OCCO3)C1CC1)CC2 (stereo unspecified),4,-3,-18,-2.5,-2,2,2
Cc1ccccc1NC1(C#N)CCCCC1,-2,.,-8,0.2,5,-8,6
O=c1c2ccccc2nc(-c2ccccc2)n1-c1cccnc1,.,3,4,.,.,.,5
CCN(CC)C(=O)c1ccc(NC(=O)c2cn(-c3ccccc3)nc2-c2ccc(OC)cc2)cc1,-1,-5,21,3.0,-35,7,14
CCCc1c(C)nc(-c2ccc(C)cc2)nc1OC(=O)N(C)C,-5,.,2,1.9,1,8,-17
CCOC(=O)c1[nH]c(C)c(C(=O)N2CCC3(CC2)OCCO3)c1C,.,-11,-5,.,11,.,.
CN(C)CC#Cc1ccc([C@@H]2[C@@H](CO)N3CCCCN(C(=O)Cc4ccccn4)C[C@H]23)cc1,-6,4[16.7 µM],-7,0.6,4,-5,-6
O=P(C(=Nc1ccc(Cl)cc1)N1CCOCC1)(N1CCOCC1)N1CCOCC1,.,-3,-11,.,.,.,3
C=CCn1c(O)c(C(CC)=NCCc2ccccc2)c(=O)[nH]c1=O,.,18,5,.,.,.,1
COc1ccc(-c2ccc3n2Cc2cnnn2-c2ccccc2-3)cc1,-8,-8,16,-2.5,0,-55,22
CCOc1ccc(N=Cc2c(O)n(CCc3ccc(OC)c(OC)c3)c(=O)[nH]c2=O)cc1,-2,.,-10,0.1,-10,-11,3
Clc1ccccc1C1NCc2ccccc2-n2cccc21 (stereo unspecified),0,.,-9,-1.4,24,1,0
COC(=O)C1=C(c2cccc(OCc3ccccc3)c2)C[C@@H]2CC[C@H]1N2C(=O)NCCN1CCOCC1,-2,.,12,-0.6,-24,15,-14
O=C(CNC(=O)c1ccccc1)Nc1ccc(Br)cc1C(=O)c1ccccc1,.,17,-1,.,.,.,12
O=C(c1cc2c(s1)CCCCCC2)N1CCC2(CC1)OCCO2,.,0,8,.,-31,.,.
CC1CCCCN1Cc1ccc(Cl)nc1 (stereo unspecified),-1,.,-5,3.0,3,4,6
O=C1CN=C(c2cc([N+](=O)[O-])ccc2Cl)c2cc([N+](=O)[O-])ccc2N1,-2,-2,-9,-1.5,-8,12,-17
Fc1cccc(CNCCc2c[nH]c3ccccc23)c1,2,-2,0,-0.7,0,0,-7
CCOC(=O)[C@]1(C#N)[C@@H]2C=CC(C(N)=O)=CN2[C@@H](C(N)=O)[C@@H]1c1ccc(F)cc1,0,.,13,1.6,0,-5,-8

# (next part)
SMILES,DENV2 CPE rescue,miR-122 sensor,FN deposition inh,CFTR F508del cor,GSIS activator,EWS-Fli block,PAX8 inh HTS
CC1=C(C(=O)O)N2C(=O)C(NC(=O)Cc3ccccc3)C2SC1 (stereo unspecified),7,-1,1,0.6,9,-5,9
CCOP(=O)(Cc1ccccc1)OCC,0,4,-5,1.7,19,-1,-8
O=C1c2ccccc2-n2nnc(-c3ccccc3)c2C2c3cc(Br)ccc3CCN12 (stereo unspecified),?,11,-2,3.8,6,14,24
CCOC(=O)[C@]12Cc3cc(OC)ccc3[C@H]1N(C(C)C)C(=O)c1ccccc12,29*,.,-5,1.1,-6,17,-14
CN(C)/C=C/C(=O)C(Cl)(Cl)Cl,8,.,5,-1.7,-4,9,-3
CC[N+]1(C)CCCC(OC(=O)C(O)(c2ccccc2)c2ccccc2)C1 (stereo unspecified),-9,4,5&-7,-2.1,.,-7,6
Cc1ccccc1N1C(=O)NC(=O)/C(=C\c2cc(Br)c(N3CCOCC3)o2)C1=O,.,.,-5,.,-6,.,-21
CC1(C)OC(c2ccccc2)=C/C(=C/C=C2C(=O)NC(=S)NC2=O)O1,1,.,1,17*,-1,13,-44
COc1ccc(N2C(=O)/C(=C/c3ccc(N(C)C)o3)C(=O)NC2=S)cc1,?,.,-5,-2.7,2,-8,-13
NP(=O)(OCC(F)(F)F)Oc1ccc(Cl)cc1 (stereo unspecified),-1,0,2,1.0,-3,-5,36
COc1ccccc1CCNC1CCC(C)CC1 (stereo unspecified),.,.,5,.,21,.,-9
O=c1cccc2n1CC1CC2CN(Cc2c(F)cccc2Cl)C1 (stereo unspecified),4,0,.,-2.1,-2,5,.
CCN(CC)P(=O)(/C=C(\Cl)c1ccccc1)/C=C(\Cl)c1ccccc1,-4,.,-1,-0.8,-22,3,12
N=C1c2ccccc2CN1NC(=O)c1ccc(Br)cc1,3,3,8,-1.8,2,-2,-15
N=C1c2ccccc2CN1CC(=O)c1ccccc1,-1,.,4,2.2,-30,-49,-167
Nc1ccccc1-[n+]1c(-c2ccccc2)cc(-c2ccccc2)cc1-c1ccccc1,0,14,5,3.8,-66,10,?
Clc1cc(I)cc(Cl)c1NC1=NCCN1,-1,3,.,-1.4,.,4,-12
O=C(C1CCN(S(=O)(=O)c2ccccc2)CC1)N1CCC2(CC1)OCCO2,.,-10,6,.,.,.,13
O=S(=O)(F)c1ccc2nc(-c3cccc(Sc4ccccc4)c3)cc(Cl)c2c1,-1,.,-10,2.1,5,12,15
Cc1ccc(NC2=NCCCS2)cc1Cl,-4,-3,-3,0.2,-4,-6,-22
O=[N+]([O-])c1ccc(N2CCNCC2)cc1NCC1CCCO1 (stereo unspecified),.,12,8,.,.,.,-6

# High-throughput results: PubChem BioAssay, Broad Institute

# This is a subset; rates above refer to the full screens.
